# M5 antag: blocks acetylcholine activation of human M5 receptor. CHO-hM5 cells, Fluo-8 calcium fluorescence, ACh EC80. inhibition, % at 3 µM. actives 0.59% (n = 360,000). AID 624040;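 active = inhibition above a per-plate cutoff, the mean of that plate's test compounds plus 3 SD, cut at about 27% in these data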;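 note: 0% = acetylcholine EC80 with DMSO and 100% = DMSO without agonist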
# Target sequence (P08912 whole entry, looked up): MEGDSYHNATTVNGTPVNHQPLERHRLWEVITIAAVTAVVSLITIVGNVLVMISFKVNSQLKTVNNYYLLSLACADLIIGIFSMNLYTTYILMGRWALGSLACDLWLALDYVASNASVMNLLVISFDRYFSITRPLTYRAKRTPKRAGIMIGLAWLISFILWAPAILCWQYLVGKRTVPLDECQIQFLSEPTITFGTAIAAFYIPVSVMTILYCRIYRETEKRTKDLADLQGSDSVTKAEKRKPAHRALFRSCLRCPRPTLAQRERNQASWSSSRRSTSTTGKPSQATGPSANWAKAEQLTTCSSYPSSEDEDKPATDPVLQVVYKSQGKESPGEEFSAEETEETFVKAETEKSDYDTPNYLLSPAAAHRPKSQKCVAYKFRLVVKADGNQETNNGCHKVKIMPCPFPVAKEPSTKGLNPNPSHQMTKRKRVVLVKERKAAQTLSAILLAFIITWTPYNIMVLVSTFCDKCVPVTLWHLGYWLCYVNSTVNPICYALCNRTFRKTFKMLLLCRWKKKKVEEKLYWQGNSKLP
# TAAR1 antagonist: human TAAR1 antagonism. CHO RD-HGA16 TAAR1, Fluo-8 calcium fluorescence, antagonist. AID 624466. inhibition, % at 3 µM. Q96RJ0. actives 1.5% (n = 360,000);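 active = inhibition above a per-plate cutoff, the mean inhibition of test compounds on that plate plus 3 SD, cut at about 49% in these data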;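 note: 0% = DMSO plus EC80 beta-PEA response and 100% = DMSO alone without agonist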
#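 Test system: RD-HGA16 CHO cells with stable hTAAR1 and Gα16 / Probe or stimulus: EC80 β-phenethylamine stimulus / Times: seeding 17-24 h prior, 75-min 37 °C, 30-min RT dye loading / Detection: Fluo-8 calcium-sensitive fluorescence / Read-out basis: % inhibition scaled between DMSO and EC80 PEA controls / Repeats: singlicate, one well per test compound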
# CHRM5 agonist: CHRM5 agonism in calcium assay; P08912; CHO-K1 hM5 cells, Fluo-8 calcium fluorescence; 0% DMSO wells, 100% maximal acetylcholine response; activation, % at 3 µM; actives 0.19% (n = 360,000);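 active = activation above the run's mean over test compounds plus 3 SD, cut at about 23% in these data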;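 note: signal is peak over basal fluorescence ratio across the kinetic read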
# CHO-K1 Ca PAM: nonselective activator or artifact in parental CHO-K1 calcium assay. ATP EC20, Fluo-8 calcium fluorescence; 0% at ATP EC20, 100% at ATP max. activation, % at 3 µM. actives 0.02% (n = 360,000). AID 602247;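 active = activation above the run cutoff, the mean activation of all test compounds plus 3 SD, cut at about 40% in these data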;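 note: peak over basal fluorescence ratio in a 140 s read after ATP addition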
# CHRM4 PAM: CHRM4 positive allosteric modulation | actives 0.4% (n = 360,000) | activation, % at 3 µM | P08173 | AID 624126 | CHO-K1 hM4/Gqi5, Fluo-8 calcium fluorescence, ACh EC20; 0% = ACh EC20, 100% = maximal ACh;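 active = activation above its plate's cutoff, the mean activation of sample wells plus 3 SD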; note: some results filed as inactive read as strong as hits
# Target sequence (P08173 whole entry, looked up): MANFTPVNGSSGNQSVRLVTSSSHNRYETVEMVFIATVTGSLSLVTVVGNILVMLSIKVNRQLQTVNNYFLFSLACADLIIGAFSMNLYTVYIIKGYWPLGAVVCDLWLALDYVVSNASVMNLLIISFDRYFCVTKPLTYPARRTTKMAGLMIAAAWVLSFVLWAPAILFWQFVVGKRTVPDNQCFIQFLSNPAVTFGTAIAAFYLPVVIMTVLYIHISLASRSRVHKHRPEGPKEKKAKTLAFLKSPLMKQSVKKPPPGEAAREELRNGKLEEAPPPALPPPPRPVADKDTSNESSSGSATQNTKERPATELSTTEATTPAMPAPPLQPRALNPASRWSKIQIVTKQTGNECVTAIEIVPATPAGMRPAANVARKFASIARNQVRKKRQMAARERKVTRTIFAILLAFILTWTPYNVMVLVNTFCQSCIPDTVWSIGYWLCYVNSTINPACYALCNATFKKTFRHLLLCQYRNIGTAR
# CHRM5 PAM: potentiates acetylcholine response at human M5 receptor; P08912; CHO-K1 hM5, Fluo-8 calcium, ACh EC20 PAM; 0% = ACh EC20, 100% = ACh EC100; activation, % at 3 µM; actives 0.3% (n = 360,000); AID 624038;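 active = activation above the run cutoff, the mean activation of all test compounds plus 3 SD, cut at about 18% in these data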
#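 system = human M5 receptor in CHO-K1 cells | reagent = EC20 acetylcholine as agonist stimulus | compound dosing = single-point, 3 µM nominal | incubation = Fluo-8 loading 80 min at 37 °C plus 30 min room temperature | detection = Fluo-8 calcium dye fluorescence, kinetic read | benchmarks = low control EC20 acetylcholine (0%), high control EC100 acetylcholine (100%)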
# CRFBP-R2 block: blocks CRF-induced signaling of the CRF-BP/CRF-R2 complex | actives 0.59% (n = 350,000) | HEK293 CRF-R2/CRF-BP, CRF-induced calcium fluorescence | inhibition, % at 11.8 µM;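 active = inhibition of the ligand-induced calcium signal above about 50% at the single tested concentration, limit read from the data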
# CRFR2-BP ag: CRF-BP/CRF-R2 complex agonism. HEK293 CRF-R2/CRF-BP, calcium dye fluorescence (FLIPR); percent of saturating CRF peptide response. activation, % at 13.2 µM. actives 0.46% (n = 350,000). AID 588473;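 active = activation of at least 50%, plus an integration ratio under a set limit after plate pattern correction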;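 note: plate controls were neutral control wells without compound for no effect and CRF at EC100 for full effect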
# TAAR1 agonist: human TAAR1 agonism; activation, % at 3 µM; Q96RJ0; CHO RD-HGA16 TAAR1, Fluo-8 calcium fluorescence; vehicle wells 0%, saturating PEA agonist 100%; actives 0.99% (n = 360,000);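 active = activation above the mean activation of all test compounds in the run plus 3 SD, cut at about 38% in these data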
#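 Test system: RD-HGA16 (CHO) cells co-expressing Gα16 and hTAAR1 / Benchmarks: DMSO vehicle as 0%, PEA at EC100 as 100% / Repeats: no replicates (n 1) / Measure: % activation from peak over basal fluorescence ratio, DMSO-to-PEA scaled / Timing: 17-24 h plating, Fluo-8 75 min 37 °C, 30 min RT / Technique: kinetic Fluo-8 calcium fluorescence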
# * = called active by the depositor; x = not tested or not shown.
# Under each structure – M5 antag	TAAR1 antagonist	CHRM5 agonist	CHO-K1 Ca PAM	CHRM4 PAM	CHRM5 PAM	CRFBP-R2 block	CRFR2-BP ag	TAAR1 agonist
Cc1cccc(OCC(=O)NNC(=O)c2cc(S(=O)(=O)N(C)C)ccc2N2CCCC2)c1
    4.3	0.0	1.7	10.7	-0.6	5.4	-4.5	-0.7	0.8
Cc1ccc(-n2nc3c([n+]2[O-])CCc2c-3no[n+]2[O-])cc1
    -2.4	-5.2	-1.1	19.9	-0.3	2.6	0.7	0.4	2.3
CSc1ccccc1NC(=O)CN(C)CC(=O)NCc1ccccc1
    7.8	-6.4	-0.7	-0.2	6.2	-2.2	16.1	-1.2	10.1
O=C(O)[C@@H]1Cc2c([nH]c3ccccc23)C2CCC(=O)N21 (stereo partly drawn)
    7.2	12.6	-2.3	1.3	-2.7	-7.6	1.3	0.1	0.7
CN(C)/C=C1\C(=O)Nc2ccccc21
    10.3	-11.8	1.6	18.2	8.9	3.1	-7.6	-3.7	1.8
C/C=C(\C)CN1CCC(n2nccc2NC(=O)c2ccc3c(c2)OCO3)CC1
    6.8	-22.8	-6.0	-3.5	4.9	3.8	7.9	0.7	2.7
O=C1NC[C@H](CCCCN2C[C@H](Cc3ccc(O)cc3)N(CC3CCCCC3)C(=O)C2=O)N(Cc2ccccc2)C1=O
    1.0	-16.4	-0.4	0.6	5.2	-3.0	x	x	2.7
Cc1cccc(NC(=O)CN2C(=O)c3ccccc3C2=O)c1C
    -3.7	3.2	-3.8	9.1	5.2	8.5	15.7	-0.2	5.2
COc1cccc(-c2ccc3c(c2)O[C@@H](CN(C)Cc2cncnc2)[C@@H](C)CN([C@H](C)CO)S3(=O)=O)c1
    0.4	5.8	-0.2	20.5	2.6	2.3	5.1	3.2	5.2
N#C/C(=C\C1CC=CCC1)c1nc2ccccc2[nH]1 (stereo not drawn)
    6.0	17.4	3.0	11.9	-3.1	-2.4	-43.4	14.8	8.0
COC(=O)C1(NC(=O)NC23CC4CC(CC(C4)C2)C3)CCCCC1
    9.3	-13.9	4.3	6.9	-2.4	-1.4	19.3	-0.7	2.2
O=C(Nc1ccncc1)C1CCCN(S(=O)(=O)c2cccc3cccnc23)C1 (stereo not drawn)
    -1.0	25.1	3.8	-6.1	-9.1	-9.9	3.6	0.9	5.6
Cc1cc(C)nc(Nc2n[nH]c(C)n2)n1
    6.8	4.2	-2.7	6.7	2.3	-0.8	6.9	-1.6	0.3
CCCn1cc(S(=O)(=O)c2ccccc2)c(=O)c2cc(F)c(N3CCN(C)CC3)cc21
    -0.3	-13.0	-3.6	20.1	-4.2	1.5	3.7	-1.1	3.5
O=C(NNC(=O)c1nn(-c2ccc(F)cc2)ccc1=O)c1ccc(Cl)cc1
    14.6	3.2	0.9	13.0	-3.2	-6.0	2.1	-4.3	-0.4
COC(=O)c1ccc(C2/C(=C(/O)c3ccc4c(c3)CC(C)O4)C(=O)C(=O)N2Cc2cccnc2)cc1 (stereo not drawn)
    2.3	x	-1.6	-17.0	0.5	-2.5	10.0	0.3	x
Cc1ccc2nc(-c3ccc(Cl)cc3)c(Cc3cccc(Cl)c3)n2c1
    1.0	11.1	-5.7	-4.0	-4.2	-19.5	x	x	1.8
Cc1ccc(S(=O)(=O)NCCNC(=O)c2nonc2N)cc1
    8.4	-16.3	-1.9	-9.6	-0.4	-4.5	9.9	-5.1	1.9
Cc1nnc(Sc2c(-c3ccccc3)c3ccc(Cl)cc3[nH]c2=O)s1
    -10.6	-24.0	5.8	2.0	9.8	7.2	-49.3	1.3	14.5
COc1ccc(NC(=O)C2(C)CCN2Cc2ccc(OC(F)(F)F)cc2)cc1OC (stereo not drawn)
    3.5	-2.6	-2.9	13.2	5.6	-4.4	x	x	3.1
Cn1c(=O)c2cc(NC(=S)NC3CC3)ccc2n1Cc1ccccc1
    -3.8	-13.3	-0.5	17.7	1.1	2.9	x	x	3.8
N#CCCN(C(=O)COC(=O)CSc1ccc(Cl)cc1)c1ccccc1
    9.8	-6.0	-4.3	12.1	-2.6	-0.2	2.1	-0.6	10.1
CCOC(=O)/C=C/c1cnn(-c2ccccc2)c1
    -4.1	-14.6	-4.3	19.3	11.5	4.4	-14.2	0.6	-0.2
CCOc1cccc(-c2nnc3sc(COc4ccccc4)nn23)c1
    13.8	-11.6	-2.8	12.0	5.6	-9.5	-13.2	-0.1	1.2
CCn1c(=O)cc(SCC(=O)NCc2ccccn2)c2ccccc21
    5.3	-10.0	0.8	-1.7	-3.2	-7.0	19.4	2.3	4.6
CCOC(=O)c1c2c(n(-c3ccc(OC)cc3)c1C)C(=O)C(=O)c1ccccc1-2
    22.5	x	-5.0	-6.3	-6.1	-23.1	15.1	-1.9	x
CCc1ccccc1NC(=O)C1NC(=O)CC1c1ccccc1 (stereo not drawn)
    2.6	-17.3	0.8	21.5	-1.5	-6.3	12.6	-1.9	0.2
CC1=NN(C(=O)CSCc2ccccc2)C(O)(c2ccc(F)cc2)C1 (stereo not drawn)
    0.1	15.1	-4.8	-13.3	5.8	-6.0	-35.5	-1.8	8.8
CN(CCc1ccccn1)C1CCCN(S(=O)(=O)c2ccccc2Cl)C1 (stereo not drawn)
    11.0	-19.7	-8.9	-1.2	1.8	-7.1	1.4	-0.3	3.7
C=CCn1c(SCC(=O)N2CCc3ccccc3C2)nc2sc(C)c(C)c2c1=O
    8.0	20.9	-4.6	19.5	-5.5	-11.9	17.9	0.4	2.7
O=C(CSc1nnnn1-c1cccc2c1CCCC2)N1CCCCC1
    5.9	8.1	5.4	0.6	-4.5	-9.0	-29.4	3.0	45.1*
COC(=O)c1[nH]c2cccc(OC)c2c1NC(=O)CN1CCC(C(N)=O)(N2CCCCC2)CC1
    -5.4	-12.1	3.4	10.0	18.8	13.4	-1.3	0.1	1.3
Cc1cc(C)cc(N(CCC#N)C(=O)COC(=O)C2CCN(S(=O)(=O)c3ccc(C)c(C)c3)CC2)c1
    4.8	14.4	-5.9	2.4	-5.6	-8.0	14.6	-0.5	2.1
O=C(CN1C(=O)NC2(CCCCCC2)C1=O)c1ccc(Cl)s1
    -1.1	-11.6	0.1	-7.3	-1.9	5.8	-12.2	-0.3	-0.3
Cc1[nH]n2c(=O)cc(-c3ccc([N+](=O)[O-])cc3)nc2c1-c1ccccc1
    5.8	26.3	-2.6	5.8	0.8	-4.3	48.4	0.6	8.0
CN(CC(=O)Nc1cccc(F)c1)C(=O)CSc1nc2ccccc2s1
    2.6	-7.3	1.7	11.6	10.4	-0.2	-5.1	0.3	4.2
CCCNC(=O)c1ccc(N2CCC3(CC2)CC(c2cccc(Br)c2)=NO3)c(NC(=O)c2ccc(Cl)c([N+](=O)[O-])c2)c1
    11.1	3.2	1.3	3.7	2.2	2.0	4.2	0.3	10.7
CCc1nc(N[C@@H](CC(C)C)C(=O)O)c2oc3ccccc3c2n1
    2.7	11.7	-0.7	-0.5	-9.7	2.8	-33.8	-3.5	-0.4
O=C(C1CC2C=CC1C2)N1CCN(c2ccccc2)CC1 (stereo not drawn)
    -2.1	-8.0	-0.5	1.5	1.6	4.8	2.3	0.2	3.5
CC1(C)CC(=O)C=C(Nc2ccc(O)cc2)C1
    8.9	-4.4	0.1	-7.3	4.1	-1.7	4.0	1.4	1.7

# 3 compounds from above, ordered by their value in CHRM5 PAM, smallest number first.
compound | CHRM5 PAM
Cc1[nH]n2c(=O)cc(-c3ccc([N+](=O)[O-])cc3)nc2c1-c1ccccc1 | -4.3
CCc1nc(N[C@@H](CC(C)C)C(=O)O)c2oc3ccccc3c2n1 | 2.8
Cc1cccc(OCC(=O)NNC(=O)c2cc(S(=O)(=O)N(C)C)ccc2N2CCCC2)c1 | 5.4

# Next compounds
# Under each structure – M5 antag	TAAR1 antagonist	CHRM5 agonist	CHO-K1 Ca PAM	CHRM4 PAM	CHRM5 PAM	CRFBP-R2 block	CRFR2-BP ag	TAAR1 agonist
Cc1noc(C)c1C(=O)N1CCCc2ccccc21
    10.4	-8.0	-2.7	14.9	3.1	1.9	4.7	-0.3	6.6
CCn1ccc(C(=O)NCc2ccc3c(c2)OCO3)n1
    -1.5	-4.4	-4.2	-20.6	1.0	3.6	-7.4	-1.1	2.0
O=C(CCC(=O)N1CCN(S(=O)(=O)c2ccc(Cl)cc2)CC1)NCc1ccccc1
    -5.7	1.8	1.4	10.5	-2.7	-3.0	9.3	-1.5	-0.4
Cc1ccc(-c2c(C(=O)N/N=C/c3ccc(OC(C)C)cc3)nnn2-c2nonc2N)cc1
    -3.6	70.2*	22.2	18.0	5.5	15.8	-76.0	1.9	130.5*
O=C(C1CCN(S(=O)(=O)c2cccs2)CC1)N1CCN(c2ccccc2)CC1
    -1.9	20.2	1.5	15.5	26.2	0.5	-4.4	4.2	5.8
Cc1cccc(C(=O)Nc2nnc(COc3ccccc3)s2)c1
    -0.8	28.4	-2.2	10.6	-5.6	5.7	-37.8	0.2	23.9
O=C(NCCF)[C@H]1C[C@@H]1[C@H](NP(=O)(c1ccccc1)c1ccccc1)c1ccccc1
    3.2	-11.3	-0.9	1.0	3.3	3.0	-1.4	0.4	4.7
CCOCCn1c(SCc2c(F)cccc2Cl)nc2c1c(=O)[nH]c(=O)n2C
    -12.3	-0.2	-1.0	9.2	18.6	5.2	-13.8	-3.7	9.9
CCOC(=O)c1c(C)[nH]c(C)c1C(=O)COC(=O)/C=C/c1ccc(Cl)cc1
    10.0	-5.1	-3.5	18.2	-4.0	-8.8	128.9*	-1.9	0.2
C=CCN=C1CC(C)(C)CC(=O)/C1=C(\O)c1ccccc1
    -1.8	4.9	4.1	9.2	7.0	6.0	1.1	0.5	3.2
COc1ccccc1N1CCN(C(=O)CN(c2ccc(C)c(C)c2)S(C)(=O)=O)CC1
    0.1	5.3	-0.5	20.2	1.1	-0.1	-16.5	0.9	4.1
O=C(CCC1CCCC1)NNC(=O)c1cccc(Cl)c1
    -0.6	-20.9	-4.4	2.0	9.7	-1.5	-11.1	-0.5	6.1
Cc1ccc(C)c(NC(=O)CN(C)C(=O)c2ccccc2Cc2ccccc2)c1
    4.4	9.3	-1.3	-19.8	-2.3	2.3	7.2	-2.9	-0.2
c1ccc(CCn2c3ccccc3c3nnc(SCc4ccc5nonc5c4)nc32)cc1
    8.1	18.1	-1.4	14.8	-2.3	0.1	-36.4	9.1	4.6
CN1CCN(C(=O)CNc2ccc(C(F)(F)F)cc2[N+](=O)[O-])CC1
    10.2	-11.2	2.1	3.8	1.3	10.0	-8.2	-0.7	3.2

# High-throughput results as filed in PubChem.
